Anthrax LF inh2 = anthrax lethal factor protease inhibition; AID 588501; inhibition, % at 10 µM; multiplex microsphere protease cleavage assay, LF; 360,000 tested, 0.12% active; in the data active = inhibition above about 30%; inconclusive = no clear call, values can overlap the other calls; also: plate controls were buffer without enzyme for full effect and enzyme alone for no effect
3CLpro inhibitor = SARS-CoV 3CLpro protease inhibition | recombinant SARS-CoV 3CLpro, quenched FRET peptide cleavage | inhibition, % at 6 µM | 290,000 tested, 0.14% active | AID 1706; in the data active = inhibition above about 12%
PriA SSB inh = inhibitors of Klebsiella pneumoniae PriA binding to SSB C-terminal tail; AlphaScreen SSBct-PriA binding, biotinylated peptide; inhibition, % at 33 µM; 430,000 tested, 0.6% active; AID 1272365; in the data active = inhibition mostly above about 37%, no sharp cut-off; inactive = mostly below about 20%;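 also: plate controls were negative control peptide for no effect and reference peptide for full effect; strong numbers were not always called active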
TcdB GH inh = TcdB glycohydrolase inhibition. P18177. TcdB glycohydrolase enzymatic assay, plate reader. inhibition, % at 9.99 µM. 350,000 tested, 0.24% active. AID 652162; in the data active = inhibition above about 10%
MazEF act = activators of E. coli MazEF toxin-antitoxin RNase. 350,000 tested, 0.32% active. activation, % at 20 µM. P0AE70. AID 504720. FAM/BHQ RNA-DNA oligo cleavage fluorescence, 5 h; in the data active = activation above about 50%
Target sequence (P0AE70 whole entry, looked up): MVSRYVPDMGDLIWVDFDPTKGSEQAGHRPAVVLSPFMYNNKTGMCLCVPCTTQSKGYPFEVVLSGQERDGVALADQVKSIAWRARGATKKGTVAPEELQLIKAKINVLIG
DUSP3 inh = inhibitors of human VHR1 phosphatase (DUSP3) | AID 1654 | 290,000 tested, 0.52% active | recombinant VHR phosphatase, pNPP absorbance | P51452 | inhibition, % at 13.3 µM; in the data active = inhibition above about 50%; also: some compounds called inactive have numbers as strong as hits
Target sequence (P51452 whole entry, looked up): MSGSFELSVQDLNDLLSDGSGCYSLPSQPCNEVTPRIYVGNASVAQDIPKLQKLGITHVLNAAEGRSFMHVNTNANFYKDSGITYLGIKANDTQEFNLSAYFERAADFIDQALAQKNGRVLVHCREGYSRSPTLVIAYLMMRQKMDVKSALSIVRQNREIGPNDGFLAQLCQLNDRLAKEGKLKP
Y pestis TopoI = Y. pestis Topo-I inhibition via cleavage products. Y. pestis Topo-I cleavage product accumulation, plate reader. activity, % at 10 µM. 360,000 tested, 0.064% active; in the data active = activity above about 50%, passing the limit was not always enough; inconclusive = no clear call, values can overlap the other calls; also: inactives centre near 2
PfHsp40 rescue = compounds rescuing yeast from Plasmodium falciparum HSP40 toxicity; S. cerevisiae expressing PfHsp40, growth rescue, ATP luminescence; 340,000 tested, 0.68% active; growth rescue, % at 12.5 µM; in the data active = growth rescue above about 28%, passing the limit was not always enough; inconclusive = no clear call, values can overlap the other calls;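 also: yeast W303a lacking pdr1 and pdr3 grown in galactose medium; growth measured after three days at 30 °C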
Rv3671c inh = inhibits the M. tuberculosis serine protease Rv3671c; P9WHR9; 320,000 tested, 0.048% active; inhibition, % at 5.96 µM; AID 2606; in the data active = inhibition above about 38%;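 also: extracellular domain of Rv3671c used as enzyme; 0% = enzyme with DMSO and 100% = no enzyme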
Target sequence (P9WHR9 whole entry, looked up, the tested form may be a part): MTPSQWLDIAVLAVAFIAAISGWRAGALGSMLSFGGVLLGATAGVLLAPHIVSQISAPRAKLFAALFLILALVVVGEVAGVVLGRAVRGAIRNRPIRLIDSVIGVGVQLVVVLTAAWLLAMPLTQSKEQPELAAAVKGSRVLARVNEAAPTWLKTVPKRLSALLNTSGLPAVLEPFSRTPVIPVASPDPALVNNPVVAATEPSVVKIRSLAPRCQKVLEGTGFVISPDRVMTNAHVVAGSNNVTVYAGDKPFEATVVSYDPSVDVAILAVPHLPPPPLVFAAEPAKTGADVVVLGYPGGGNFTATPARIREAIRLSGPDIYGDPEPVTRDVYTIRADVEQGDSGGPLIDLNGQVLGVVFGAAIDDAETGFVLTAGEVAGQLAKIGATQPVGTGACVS
Vc quorum ag = inducers of Vibrio cholerae quorum light production without autoinducers | V. cholerae BH1578 lux reporter, luminescence, 6 h | activation, % at 18.7 µM | 350,000 tested, 0.16% active; in the data active = activation mostly above about 9.7%, no sharp cut-off; inconclusive = no clear call, values can overlap the other calls; inactive = mostly below about 3.7%; also: not every result past the cut was called active; inactives centre near 0; reference of the scale not given here
The depositor's hits bear a star; i = inactive; ? = inconclusive; · = not tested or not shown.

SMILES	Anthrax LF inh2	3CLpro inhibitor	PriA SSB inh	TcdB GH inh	MazEF act	DUSP3 inh	Y pestis TopoI	PfHsp40 rescue	Rv3671c inh	Vc quorum ag
Cc1ccc(S(=O)(=O)C2(C(=O)NC3CCCC3)CC2)cc1	-2	0	-4	·	2	-4	-3	0.2	-5	-0.4
COc1ccc(Cl)cc1NC(=O)CN(C)C(=O)c1cc2ccccc2cc1OC	·	·	-15	0.5	-9	·	24	1.1	2	i
CCCCOn1c(C)c(C(C)=O)c2c3no[n+]([O-])c3ccc21	-1	-5	5	-0.1	1	5	0	0.8	-8	5.0
OCC1(Cc2ccccc2)CCCN(Cc2ccc3c(c2)OCCO3)C1 (stereo not given)	-4	2	-2	0.9	-5	13	4	-0.5	-2	-0.5
CCN=C1S/C(=C\c2cn(CC(=O)NCc3ccco3)c3ccccc23)C(=O)N1CC	2	2	-5	0.6	-7	-3	1	-0.1	-29	-0.1
CC(=O)NC(Cc1ccccc1)C(=O)N1CCN(C(=S)NCC(C)C)CC1 (stereo not given)	2	-1	-5	3.9	6	25	-13	-0.6	5	i
CC(=O)Nc1nnc(-c2ccc3c(c2)CCCC3)o1	-6	-3	-8	-1.8	8	25	3	0.3	-2	-0.3
CCOc1ccc(-n2c(Cc3cc(=O)[nH]c(=O)[nH]3)nnc2SC(C)C(=O)OC)cc1 (stereo not given)	-8	2	·	1.3	·	17	-1	-1.0	0	-0.2
COCCNC(=O)c1ccc(CS(=O)(=O)c2ccccc2)o1	-3	6	0	·	3	1	-2	-0.7	11	-0.1
C[C@@H]1CCCCO[C@H](CN(C)S(=O)(=O)c2cccs2)[C@H](C)CN([C@@H](C)CO)C(=O)c2cc(NC(=O)NC3CCCCC3)ccc2O1	2	·	·	0.6	-12	·	27	·	·	2.4
COc1ccccc1CNc1nc2cc(-c3ccsc3)sc2c(=O)n1C	-2	·	·	0.6	·	·	18	·	·	-0.2
O=c1c2cnn(-c3ccc(F)cc3)c2ncn1Cc1ccc(F)cc1	1	-1	4	·	-4	22	-2	-0.1	9	0.5
COc1ccc(-c2sc3ccc(OC)cc3c2-c2ccc(O)cc2)cc1	4	·	1	0.4	-19	·	-2	0.0	-8	i
COc1cccc(NC(=O)CN2C(=O)COc3ccc(C)cc32)c1	-8	4	-7	0.6	5	15	1	-0.2	2	-0.6
O=C(NCc1cccnc1)Nc1cccc(F)c1	-1	-2	-18	1.2	1	5	-6	-0.5	1	-0.2
CC(=O)O[C@@]12CO[C@@H]1C[C@H](O)[C@@]1(C)C(=O)[C@H](O)C3=C(C)[C@@H](OC(=O)[C@H](O)[C@@H](NC(=O)c4ccccc4)c4ccccc4)C[C@@](O)([C@@H](OC(=O)c4ccccc4)C12)C3(C)C (stereo not given in full)	2	1	9	0.3	15	-8	25	-0.2	-19	-0.5
COC(=O)c1ccccc1NS(C)(=O)=O	-4	·	-12	1.9	1	·	1	-0.2	6	-0.9
Cc1nc([N+](=O)[O-])c(Br)n1CC(=O)c1ccc2ccccc2c1	-12	2	2	·	1	-9	-8	0.8	4	i
COc1ccccc1CCC(=O)OCC(=O)NC1CC1	-1	·	-1	1.8	0	·	4	1.2	0	1.2
O=C(CCn1c(=O)oc2ccccc21)n1c(=O)oc2ccccc21	2	2	1	·	2	14	-1	-1.0	-4	i
Cc1ccc(NC(=O)N2C3CCCC2CC(NC(=O)C(C)(C)C)C3)cc1 (stereo not given)	-11	1	-20	-0.3	-1	1	-17	1.0	4	-0.4
COc1nsnc1NS(=O)(=O)c1ccc(NC(=S)NC(=O)c2cccnc2)cc1	-7	1	-13	1.2	-16	-5	8	0.9	-15	0.5
COc1ccc(C(N)CCc2ccco2)cc1 (stereo not given)	-3	-3	-7	·	3	14	-6	-0.5	3	i
O=C(CN1CCN(c2ccc(F)cc2)CC1)NCC1CCCO1 (stereo not given)	2	-4	-10	·	-1	6	0	0.2	1	-0.7

Four of the compounds above, as labelled records:
Cc1nc([N+](=O)[O-])c(Br)n1CC(=O)c1ccc2ccccc2c1
  Anthrax LF inh2: -12
  3CLpro inhibitor: 2
  PriA SSB inh: 2
  TcdB GH inh: ·
  MazEF act: 1
  DUSP3 inh: -9
  Y pestis TopoI: -8
  PfHsp40 rescue: 0.8
  Rv3671c inh: 4
  Vc quorum ag: i
O=C(CCn1c(=O)oc2ccccc21)n1c(=O)oc2ccccc21
  Anthrax LF inh2: 2
  3CLpro inhibitor: 2
  PriA SSB inh: 1
  TcdB GH inh: ·
  MazEF act: 2
  DUSP3 inh: 14
  Y pestis TopoI: -1
  PfHsp40 rescue: -1.0
  Rv3671c inh: -4
  Vc quorum ag: i
COCCNC(=O)c1ccc(CS(=O)(=O)c2ccccc2)o1
  Anthrax LF inh2: -3
  3CLpro inhibitor: 6
  PriA SSB inh: 0
  TcdB GH inh: ·
  MazEF act: 3
  DUSP3 inh: 1
  Y pestis TopoI: -2
  PfHsp40 rescue: -0.7
  Rv3671c inh: 11
  Vc quorum ag: -0.1
C[C@@H]1CCCCO[C@H](CN(C)S(=O)(=O)c2cccs2)[C@H](C)CN([C@@H](C)CO)C(=O)c2cc(NC(=O)NC3CCCCC3)ccc2O1
  Anthrax LF inh2: 2
  3CLpro inhibitor: ·
  PriA SSB inh: ·
  TcdB GH inh: 0.6
  MazEF act: -12
  DUSP3 inh: ·
  Y pestis TopoI: 27
  PfHsp40 rescue: ·
  Rv3671c inh: ·
  Vc quorum ag: 2.4

New compounds follow:
SMILES	Anthrax LF inh2	3CLpro inhibitor	PriA SSB inh	TcdB GH inh	MazEF act	DUSP3 inh	Y pestis TopoI	PfHsp40 rescue	Rv3671c inh	Vc quorum ag
Cc1c(C(=O)OCC(C)(C)CN(C)C)oc2ccccc12	-7	2	-1	·	-5	10	-3	-1.4	1	i
O=C1NC(c2ccccc2)CCO1 (stereo not given)	-13	-8	2	1.6	0	24	-7	1.6	-2	1.6
CCC(C)Sc1ccc([C@@H]2[C@H]3C(=O)N(C)C(=O)[C@H]3[C@]3(C(=O)OC)CCCN23)cc1 (stereo not given in full)	-14	·	-14	0.1	7	·	9	0.6	0	-0.4
COc1cccc(OCc2cc(/C=N/NC(=O)c3ccn[nH]3)ccc2OC)c1	-2	6	·	·	1	13	-4	0.1	-32	-0.7
O=C(Nc1cccnc1)C1CCCN(S(=O)(=O)c2cccc3nsnc23)C1 (stereo not given)	1	3	-6	·	-7	6	-12	0.6	0	10
CN(C)/C=N/c1c(C#N)cnn1-c1nc2ccccc2s1	-4	-4	·	·	9	15	-6	0.5	1	-12
Cc1ccc2c(c1)C=CC(C)N2C(=O)c1ccccc1 (stereo not given)	-3	-4	-7	·	-2	7	26	-0.6	3	i
COC(=O)c1ccc(C(NC(=O)OCc2ccccc2)/C(C)=C/[C@@H](C)C(=O)NCc2ccc(-c3ccccc3)cc2)cc1 (stereo not given in full)	2	2	11	·	-6	5	44	-0.2	-25	i
COc1cccc(/C=C/C(=O)c2cccc([N+](=O)[O-])c2)c1	-3	2	3	1.7	-9	3	-9	-0.1	8	-1.4
O=C(O)c1ccc(CNC(=O)C2CCN(S(=O)(=O)c3cccs3)CC2)cc1	-3	·	·	-1.1	9	·	0	·	·	-0.4
CC(=O)O[C@H]1CC[C@@]2(C)C(=CC[C@H]3[C@@H]4CC[C@H](C5(C)OCCO5)[C@@]4(C)CC[C@@H]32)C1	-5	·	-1	·	5	·	6	-0.8	-4	i
CC(C)(C)CC(C)(C)NC(=S)Nc1ccc(S(=O)(=O)N2CCOCC2)cc1	0	-2	-8	·	7	4	6	-0.9	-8	i
Cc1ccc(S(=O)(=O)N2CCOCC2)cc1NC(=O)COC(=O)C1COc2ccccc2O1 (stereo not given)	0	-4	1	0.1	-6	-7	-6	-2.9	-10	i
CCN(CC)CCCn1c(=S)[nH]c2ncccc2c1=O	-2	-2	-13	·	-3	4	9	-1.4	3	3.8
CSc1ccc(Cl)c(C(=O)NCCOc2cc(C(C)C)ccc2C)c1	-2	3	-24	·	-11	10	2	3.4	-7	-3.3
O=C(Nc1ccc(Oc2cccnc2)cc1)C1CCN(Cc2ccccc2F)CC1	-1	1	-7	0.1	0	17	15	-1.1	·	i
Cc1cc(=O)[nH]c(SCCOc2cccc(C(F)(F)F)c2)n1	-4	7	-9	0.8	-3	-8	-2	1.5	-4	-6.2
COc1ccc2nc(C)cc(Nc3ccc(N4CCOCC4)cc3)c2c1	-8	-6	5	·	12	18	5	0.8	-2	5.0
CCS(=O)(=O)Nc1ccc(C(=O)NCCSc2ccccc2)cc1	-6	0	-5	0.5	-5	5	4	0.9	-5	-3.8
COC(=O)C(c1ccccc1)C(CC(=O)c1ccccc1)c1ccccc1 (stereo not given)	-8	·	·	0.3	0	·	6	·	·	i
Cc1ccccc1OCC(O)CN1CCN(CC(O)COc2ccccc2C)C(C)C1 (stereo not given)	-1	3	20	-2.2	-4	·	20	0.3	2	i
O=C(c1ccc2c(c1)OCO2)N1CCN(c2ccc(F)cc2)CC1	?	5	-1	·	-2	22	3	-0.6	0	0.3
Oc1ccc(Br)cc1Cn1nnc2ccccc21	-2	2	6	1.6	8	-27	8	2.2	-8	-0.3
O=[N+]([O-])c1nn(-c2ccc(Cl)cc2)n(O)c1=NCc1cccnc1	-3	5	15	2.5	2	10	-9	0.0	-8	-1.0
Cc1cccc(NC(=O)Nc2cc(C)on2)c1	0	3	-10	·	4	-7	3	-0.7	-2	i
COc1ccc(-n2nnnc2CNC(=O)c2ccc3c(c2)OCO3)cc1	-2	·	-6	-0.3	0	·	-3	8.1	-6	-1.4
CC(=O)Nc1cccc(-c2ccnc3c2CC(C)(C(=O)Nc2cccc(Oc4ccccc4)c2)O3)c1 (stereo not given)	-6	·	·	-0.1	·	·	11	·	·	i
CC(=O)N1c2ccc(S(=O)(=O)NCCC(=O)Nc3ccc(C)c(Cl)c3)cc2CC1C (stereo not given)	-1	-6	5	0.9	-6	15	7	0.3	-11	i
O=C1CC(/C=C/c2ccc(Cl)cc2)=Nc2ccccc2N1	-1	3	1	0.3	1	20	-8	-0.3	-1	-0.9
CSCCC(NS(=O)(=O)c1ccccc1F)C(=O)NCc1ccncc1 (stereo not given)	-4	·	-6	2.2	-2	·	-2	0.1	1	i
Cc1ccc(OCC(=O)Nc2ccc(S(=O)(=O)NC3=NCCCCC3)cc2)cc1	1	·	·	2.5	3	·	18	·	·	-0.3
Cc1ccc(OCCN2CCN(C(=O)CCC(=O)Nc3nnc(C)s3)CC2)cc1	-2	-4	-2	·	5	4	6	0.3	0	-0.3
Clc1ccc(-c2cnc3cccnn23)cc1	-8	·	·	1.0	·	·	8	·	·	-0.3
COc1ccc(NS(=O)(=O)c2cccc(C(=O)N3CCN(S(=O)(=O)c4ccccc4)CC3)c2)cc1	2	·	-1	1.1	1	·	21	2.8	·	i
CCCCc1nc2cc(C(=O)NCc3ccccn3)ccc2o1	0	1	-24	0.2	-11	24	-3	-0.4	-1	-0.5
CN(CC(=O)Nc1ccc(Cl)c(C(F)(F)F)c1)C(=O)CCN1C(=O)C2CCCCC2C1=O (stereo not given)	1	·	-14	1.8	6	·	3	-1.0	1	i

Assay outcomes (PubChem BioAssay)

The list is partial. The share of hits here may be higher or lower than overall.
